# Assay outcomes: PubChem, several laboratories
# CendR NRP1 mod: modulators of CendR peptide binding to NRP-1, primary screen, biochemical, fluorescence polarization, uHTS; Neuropilin-1 (Homo sapiens), O14786; FAM-RPARPAR peptide binding to NRP-1; inhibition, % at 25 µM; actives 0.85% (n = 360,000);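 active means inhibition or corrected inhibition above about 18%, plus a signal ratio from 0.5 to 1.5, limit read from the data, passing the limit was not always enough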; further: strong numbers were not always called active
# PABP1 MLLE inh: inhibitors of PABP1 MLLE–PAM2 peptide binding, primary screen, biochemical, fluorescence polarization, FITC-PAM2, GST-MLLE; actives 0.36% (n = 360,000); inhibition, % at 20 µM; Polyadenylate-binding protein 1 (Homo sapiens), P11940; in the data active means inhibition above about 35%, passing the limit was not always enough;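 further: plate controls were DMSO wells with GST-MLLE for no effect and wells lacking GST-MLLE protein for full effect; some results filed as inactive read as strong as hits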
# Neddylation inh: inhibitors of cullin neddylation, primary screen, biochemical, TR-FRET, uHTS, NAE and Ubc12; actives 0.58% (n = 360,000); AID 651699, 2012; NEDD8-conjugating enzyme Ubc12 (Homo sapiens) + NEDD8-activating enzyme E1 regulatory …; calls only at 25 µM; in the data active means inhibition above about 36%
# MsrA act: bovine MsrA enzyme activators, primary screen, biochemical, absorbance, HTS. Methionine sulfoxide reductase A (Bos taurus). purified bovine MsrA, absorbance read-out. activation, % at 10.6 µM. actives 0.3% (n = 360,000); in the data active means activation above about 7.5%;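 further: 0% = vehicle and 100% = reference activator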
# Rin1-Abl PPI inh: inhibitors of Rin1-Abl protein binding, primary screen, biochemical, TR-FRET; Tyrosine-protein kinase ABL1 (Homo sapiens) + Ras and Rab interactor 1 (Homo sapiens), …; inhibition, % at 7.35 µM; actives 0.4% (n = 360,000); AID 588664, 2011; in the data active means inhibition above about 5%, passing the limit was not always enough
# SKN-1 inh: suppressors of acrylamide-induced Pgst-4::GFP reporter in worms, primary screen, SKN-1 inhibitor project, whole organism, uHTS, GFP/RFP fluorescence ratio, strain VP596; C. elegans VP596 Pgst-4::GFP/RFP ratio, 24 h; inhibition, % at 21.8 µM; actives 0.49% (n = 360,000);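 active means interference check ratio from 0.5 to 1.5 plus GFP to RFP signal ratio inhibition reaching or exceeding a fixed threshold, cut at about 30% in these data, passing the limit was not always enough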; further: some compounds called inactive have numbers as strong as hits
# FAS-TE inh: FAS thioesterase domain inhibitors, primary screen, biochemical, fluorescence intensity, uHTS | Fatty acid synthase (Homo sapiens), P49327 | recombinant FAS-TE, OMFH fluorogenic substrate, fluorescence endpoint | inhibition, % at 15 µM | actives 0.67% (n = 360,000);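 active means compounds whose normalised, plate-corrected inhibition of enzyme fluorescence in the single-dose primary screen is 50% or more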;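 further: 0% = DMSO with enzyme and 100% = substrate without enzyme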
# MT1-MMP act inh: blockers of MT1-MMP proenzyme processing, primary screen, HT1080 RFP-PRO-GFP cells, GFP/RFP fluorescence; Matrix metalloproteinase-14 (Homo sapiens), P50281; GFP/RFP ratio fluorescence, overnight; percent of plate control window, DMSO zero; GFP/RFP ratio change, % at 20 µM; actives 0.061% (n = 360,000);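 active means GFP/RFP ratio change of at least 30% with cell ATP level not reduced by more than half and red fluorescence within 50% of control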; further: strong numbers were not always called active
#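 Compound: 20 µM single dose, 1% DMSO / System: HT1080 RFP-PRO-GFP cells / Controls: DMSO and RFP-L50D-GFP cell wells / Read-out basis: GFP/RFP fluorescence ratio / Schedule: overnight compound exposure at 37 °C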
# E coli Lon inh: inhibitors of E. coli Lon protease, primary screen, biochemical, fluorescence polarization | P0A9M0 | purified E. coli Lon protease | inhibition, % at 7.94 µM | actives 0.42% (n = 360,000) | AID 602123, 2011; in the data active means inhibition above about 13%, passing the limit was not always enough;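 further: 0% = enzyme with probe and DMSO and 100% = no enzyme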
# Target sequence (P0A9M0 whole entry, looked up): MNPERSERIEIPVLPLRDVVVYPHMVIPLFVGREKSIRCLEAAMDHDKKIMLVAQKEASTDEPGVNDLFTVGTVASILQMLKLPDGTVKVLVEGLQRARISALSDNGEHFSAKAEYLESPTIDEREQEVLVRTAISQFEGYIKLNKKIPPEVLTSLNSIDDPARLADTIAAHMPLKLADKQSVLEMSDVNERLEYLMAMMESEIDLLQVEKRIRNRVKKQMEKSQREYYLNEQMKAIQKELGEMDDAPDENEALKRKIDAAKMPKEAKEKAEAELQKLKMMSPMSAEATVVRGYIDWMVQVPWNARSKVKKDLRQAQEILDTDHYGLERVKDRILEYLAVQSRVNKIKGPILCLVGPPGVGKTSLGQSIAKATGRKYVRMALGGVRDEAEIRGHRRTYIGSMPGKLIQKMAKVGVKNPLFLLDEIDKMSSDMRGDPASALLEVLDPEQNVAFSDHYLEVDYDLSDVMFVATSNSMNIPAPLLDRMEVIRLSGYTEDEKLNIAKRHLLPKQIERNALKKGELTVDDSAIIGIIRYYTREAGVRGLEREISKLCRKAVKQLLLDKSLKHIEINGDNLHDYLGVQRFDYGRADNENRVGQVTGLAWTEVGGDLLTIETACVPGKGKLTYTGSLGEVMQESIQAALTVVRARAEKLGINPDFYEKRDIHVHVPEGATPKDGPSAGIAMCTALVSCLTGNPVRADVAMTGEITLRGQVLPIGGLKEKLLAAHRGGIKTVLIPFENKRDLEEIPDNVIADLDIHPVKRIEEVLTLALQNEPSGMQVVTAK
# An asterisk follows results filed as active; i = inactive; . = not tested or not shown; + = active, no number.
1) CCOc1ccc(OCC)c(NC(=O)c2ccc(CNc3c(N4CCCC4)c(=O)c3=O)cc2)c1
2) C=CC[C@@H](CC(=O)N(CCO)Cc1ccccc1)C(=O)N[C@H](COC(=O)[C@@H](CC=C)Cc1ccc(F)cc1)C(C)(C)C
3) O=C(NC(=S)Nc1ccc2c(c1)OCCO2)c1ccc(F)cc1Cl
4) CCOC(=O)/C(C#N)=C/Nc1cc(C(C)(C)C)sc1C(C)=O
5) O=C(NCCSCc1ccccc1)c1ccc(F)cc1
6) CNC(=O)C[C@H]1C(=O)N(c2ccccc2)C[C@@H]1Cc1ccccc1
7) O=C(O)c1cc(NCc2cccs2)ccc1N1CCOCC1
8) Cc1cccc(C(=O)Nc2ccc(C(=O)c3ccccc3)cc2)c1
assay / compound	1	2	3	4	5	6	7	8
CendR NRP1 mod	2	-14	5	-1	-4	6	-6	2
PABP1 MLLE inh	-1	14	29	2	-4	4	-2	0
Neddylation inh	i	i	i	i	i	i	i	i
MsrA act	-3	-5	-2	-3	-4	-4	-6	0
Rin1-Abl PPI inh	-3	1	-1	-2	0	-1	3	1
SKN-1 inh	-7	-6	6	17	3	14	-8	13
FAS-TE inh	4	19	-2	-5	-7	-6	-10	36
MT1-MMP act inh	5	-43	-1	2	1	-1	-2	4
E coli Lon inh	-3	5	-6	-2	-2	0	-21	10

# An excerpt from above in order of SMILES length, rising.
5) O=C(NCCSCc1ccccc1)c1ccc(F)cc1
3) O=C(NC(=S)Nc1ccc2c(c1)OCCO2)c1ccc(F)cc1Cl
2) C=CC[C@@H](CC(=O)N(CCO)Cc1ccccc1)C(=O)N[C@H](COC(=O)[C@@H](CC=C)Cc1ccc(F)cc1)C(C)(C)C
assay / compound	5	3	2
CendR NRP1 mod	-4	5	-14
PABP1 MLLE inh	-4	29	14
Neddylation inh	i	i	i
MsrA act	-4	-2	-5
Rin1-Abl PPI inh	0	-1	1
SKN-1 inh	3	6	-6
FAS-TE inh	-7	-2	19
MT1-MMP act inh	1	-1	-43
E coli Lon inh	-2	-6	5

# The results go on:
9) O=C(Nc1ccc2c(c1)OCCO2)C(c1cc2ccccc2o1)N1CCN(C/C=C/c2ccccc2)CC1 (configuration not stated)
10) C[C@H]1CN([C@@H](C)CO)C(=O)CCCn2nncc2CO[C@H]1CN(C)S(=O)(=O)c1cccs1
11) CC(O/N=C/c1ccc(OC(F)F)cc1)C(=O)Nc1cccc(S(=O)(=O)N2CCOCC2)c1 (configuration not stated)
12) NS(=O)(=O)c1ccc(NC(=O)c2cccc3ccccc23)cc1
13) CC1(Oc2ccc(Cl)cc2)CCN(Cc2ccc(-c3ccccn3)cc2)C1 (configuration not stated)
14) COc1ccc(N2CCN(C(=O)COC(=O)c3ccc(CSC)o3)CC2)cc1
15) CC(=O)N1c2ccc(S(=O)(=O)N3CCCC(C(=O)Nc4ccc(C)cc4)C3)cc2CC1C (configuration not stated)
16) CC(C)CN(C(=O)COC(=O)c1ccc([N+](=O)[O-])s1)c1c(N)n(Cc2ccccc2)c(=O)[nH]c1=O
assay / compound	9	10	11	12	13	14	15	16
CendR NRP1 mod	7	0	4	-15	1	0	-13	0
PABP1 MLLE inh	-1	-2	-4	-7	-2	-7	2	-20
Neddylation inh	i	i	i	i	i	i	i	i
MsrA act	16*	-5	0	-5	-5	0	0	-4
Rin1-Abl PPI inh	5	4	-1	-1	-5	1	-1	5
SKN-1 inh	15	0	-7	17	6	12	-10	5
FAS-TE inh	32	-7	18	-2	15	-2	8	0
MT1-MMP act inh	0	1	0	1	1	1	-7	-3
E coli Lon inh	-8	-3	-6	-12	4	-4	3	0

17) COc1ccc(CN2CCC(C(=O)Nc3ccc(Oc4cccnc4)cc3)CC2)c(C)c1C
18) CCN(CC(=O)NCC(=O)Nc1cccc(C)c1C)Cc1ccccc1
19) Cc1cc(=O)nc2c3ccccc3n(CC(=O)NCCCN3CCOCC3)n12
20) CN(C)C(=O)CSc1nnc(CCN)o1
21) COc1cc(CC(=O)OCC(=O)Nc2ccc([N+](=O)[O-])cc2)cc(OC)c1OC
22) CC(=O)Nc1cc(NC(C)=O)cc(C(=O)NCC2(N3CCOCC3)CCCCC2)c1
23) Cc1cccc(C)c1NC(=O)c1csc(COCCO)n1
24) Cc1ccccc1NC(=O)CSc1nc(N2CCCCC2)nc(N2CCCCC2)n1
assay / compound	17	18	19	20	21	22	23	24
CendR NRP1 mod	7	-2	-1	1	6	10	9	-1
PABP1 MLLE inh	-5	-10	-15	22	-3	-1	17	-3
Neddylation inh	i	i	i	i	i	i	i	i
MsrA act	-3	-4	-1	0	-4	0	-1	0
Rin1-Abl PPI inh	10	-1	3	-1	2	5	0	-4
SKN-1 inh	15	-4	12	-4	2	-7	16	19
FAS-TE inh	-1	3	-3	-4	8	-2	-6	-6
MT1-MMP act inh	1	-2	-4	-1	-4	5	-2	0
E coli Lon inh	3	-19	-1	-11	1	-16	-11	-3

# Limited to PABP1 MLLE inh, CendR NRP1 mod and SKN-1 inh, for 5 of the compounds above:
entry	structure	PABP1 MLLE inh	CendR NRP1 mod	SKN-1 inh
17	COc1ccc(CN2CCC(C(=O)Nc3ccc(Oc4cccnc4)cc3)CC2)c(C)c1C	-5	7	15
18	CCN(CC(=O)NCC(=O)Nc1cccc(C)c1C)Cc1ccccc1	-10	-2	-4
19	Cc1cc(=O)nc2c3ccccc3n(CC(=O)NCCCN3CCOCC3)n12	-15	-1	12
20	CN(C)C(=O)CSc1nnc(CCN)o1	22	1	-4
21	COc1cc(CC(=O)OCC(=O)Nc2ccc([N+](=O)[O-])cc2)cc(OC)c1OC	-3	6	2

# Carrying on.
25) COc1ccc([N+](=O)[O-])cc1NC(=O)C(C)OC(=O)CN1C(=O)C2CC=CCC2C1=O (configuration not stated)
26) COc1ccc(-c2c(C(=O)c3ccccc3)[nH]c(N)c2C(=O)c2ccc(Br)cc2)cc1OC
27) CC(=O)Cn1ncc(N2CCOCC2)c(Br)c1=O
28) Cc1ccc(CN(c2ccc(C(=O)NCc3cccnc3)cc2)S(C)(=O)=O)cc1
29) CCCCOc1ccc(C(=O)NN2C(=O)NC3(CCCCC3)C2=O)cc1OC
30) O=C(NCCCN1CCCC1)c1ccc(CSCc2cccc(Cl)c2)o1
31) O=C(COC(=O)/C=C/c1ccc(Cl)cc1)NC(=O)NCc1ccccc1
32) Cc1ccc(S(=O)(=O)N2CCCCC2)cc1C(=O)N1CCCC1
assay / compound	25	26	27	28	29	30	31	32
CendR NRP1 mod	-5	-9	-6	-1	11	-2	14	8
PABP1 MLLE inh	-4	.	-5	16	4	-21	-2	-6
Neddylation inh	i	i	i	i	i	i	i	i
MsrA act	-9	-3	-2	-9	-1	-7	-9	-5
Rin1-Abl PPI inh	1	.	1	1	2	-2	3	5
SKN-1 inh	-10	2	0	-14	4	7	-11	-7
FAS-TE inh	22	14	-4	-5	-3	-9	-6	-4
MT1-MMP act inh	3	3	3	-3	2	-4	16	1
E coli Lon inh	1	-7	-4	-4	-5	0	0	-3

33) COc1cccc(C(N)=O)c1
34) COc1cc(Nc2cc(C)nc3nc(C)nn23)cc(OC)c1OC
35) Cc1ccc(S(=O)(=O)N(CC(=O)O)c2ccc(Cl)c(C(F)(F)F)c2)cc1
36) Cc1ccc(-c2cc(=O)c3ccc(F)cc3[nH]2)cc1
37) Cc1ccc2nc3c(cc2c1)CN(Cc1ccco1)C(=NCC1CCCO1)S3 (configuration not stated)
38) CC(C)Oc1ccc(C(CC(=O)NCc2ccco2)c2ccccc2)cc1 (configuration not stated)
39) CCNc1nc(SCCOc2ccccc2)nc(N(C)C)n1
40) COc1ccc(-c2[nH]ncc2/C=N\NS(=O)(=O)c2ccccc2)cc1OC
assay / compound	33	34	35	36	37	38	39	40
CendR NRP1 mod	-13	0	13	-2	-12	-7	4	-12
PABP1 MLLE inh	6	-4	5	-3	-2	2	10	-54
Neddylation inh	i	i	i	i	i	i	i	i
MsrA act	-11	-2	-5	-6	-6	-12	-5	-6
Rin1-Abl PPI inh	3	0	6	3	-2	2	1	1
SKN-1 inh	-8	-5	9	3	7	-17	3	27
FAS-TE inh	-11	-2	3	-14	29	10	20	-15
MT1-MMP act inh	.	6	-1	-1	-11	.	-10	6
E coli Lon inh	3	-2	-1	-1	4	1	-3	-9

41) CCOC(=O)C(=CNc1ccc(O)c(C(=O)OC)c1)C(=O)OCC
42) CCc1ccc(CNC(=O)CCC(=O)N2Cc3cccc(OC)c3Oc3ncccc32)cc1
43) CCOc1ncccc1C(=O)OC(C)C(=O)NC(=O)NC1CCCCC1 (configuration not stated)
44) COC(C(=O)N/N=C(\C)CC(=O)Nc1ccc(N(C)C)cc1)c1ccccc1 (configuration not stated)
45) CCOC(=O)C1(C)CCN1C(=O)CSc1ccccc1 (configuration not stated)
46) COc1ccc(CCC(=O)OCC(=O)Nc2ccccc2)cc1
47) CS(=O)(=O)NC1c2cccc3cccc(c23)C1N1CCOCC1 (configuration not stated)
48) COc1ccc(N2C(=O)C(=O)/C(=C(/O)c3ccc(C)cc3)C2c2cccnc2)cc1 (configuration not stated)
assay / compound	41	42	43	44	45	46	47	48
CendR NRP1 mod	25*	21	-10	-1	-7	5	2	-17
PABP1 MLLE inh	21	-10	-9	-13	6	-2	5	-39
Neddylation inh	+	i	i	i	i	i	i	i
MsrA act	-2	-3	-4	-3	-4	-5	-10	-3
Rin1-Abl PPI inh	1	0	1	3	-1	-3	-2	-2
SKN-1 inh	20	10	7	7	4	-3	1	9
FAS-TE inh	3	-4	9	2	-1	1	-11	-9
MT1-MMP act inh	2	1	-3	4	2	1	-1	-33
E coli Lon inh	-7	-3	-3	1	-14	-2	-6	-1

49) Cc1noc(N)c1C(=O)Nc1ccc(C(C)(C)C)cc1
50) CCN(CC)S(=O)(=O)c1ccc(NS(=O)(=O)c2ccc(C)c(C)c2)cc1
51) O=C(O)CN(c1ccccc1)S(=O)(=O)c1cc(C(F)(F)F)cc(C(F)(F)F)c1
52) CCOC(=O)C1C(C(=O)OC)=C(C(=O)OC)c2ccccc2N1S(=O)(=O)C(F)(F)F (configuration not stated)
53) O=C(CSc1nnc(-c2cccnc2)n1C1CCCCC1)NC1CCCCC1
54) COCCCNC(=O)Cn1cc(/C=C(\C#N)C(=O)N2CCN(c3ccccc3)CC2)c2ccccc21
55) Cc1cc(O)c(C)c(O)c1/C=N/NC(=O)c1cccnc1
56) CC(=O)Nc1cccc(-c2ccnc3c2CC(C(=O)NCc2ccc(F)c(F)c2)O3)c1 (configuration not stated)
assay / compound	49	50	51	52	53	54	55	56
CendR NRP1 mod	2	8	-2	2	-4	-4	-3	-12
PABP1 MLLE inh	-14	-20	11	8	-2	3	5	-2
Neddylation inh	i	i	i	i	i	i	i	i
MsrA act	-9	-10	-2	-2	-10	-6	-3	-6
Rin1-Abl PPI inh	4	1	2	-6	3	1	-2	1
SKN-1 inh	-15	13	7	0	-19	-1	-5	22
FAS-TE inh	-3	0	-8	-10	-11	15	0	0
MT1-MMP act inh	-2	3	-4	1	-4	-2	0	3
E coli Lon inh	-5	-2	4	-13	-7	-1	3	4
